# TSHR antagonist = Antagonists of the Thyroid Stimulating Hormone Receptor: HTS campaign; activity change, negative = inhibition, % at 11.5 µM; TSHR-expressing cells, TSH-stimulated cAMP HTRF, 2 h; hits give low values; 330,000 compounds, 0.2% hits; Thyrotropin receptor (Homo sapiens), P16473;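 active = activity change below a set negative limit, meaning inhibition stronger than a set level, cut at about -70% in these data; inconclusive = activity change between two set negative limits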; note: % is set by controls: 0 for no effect and ±100 for the full control effect
# Target sequence (P16473 whole entry, looked up): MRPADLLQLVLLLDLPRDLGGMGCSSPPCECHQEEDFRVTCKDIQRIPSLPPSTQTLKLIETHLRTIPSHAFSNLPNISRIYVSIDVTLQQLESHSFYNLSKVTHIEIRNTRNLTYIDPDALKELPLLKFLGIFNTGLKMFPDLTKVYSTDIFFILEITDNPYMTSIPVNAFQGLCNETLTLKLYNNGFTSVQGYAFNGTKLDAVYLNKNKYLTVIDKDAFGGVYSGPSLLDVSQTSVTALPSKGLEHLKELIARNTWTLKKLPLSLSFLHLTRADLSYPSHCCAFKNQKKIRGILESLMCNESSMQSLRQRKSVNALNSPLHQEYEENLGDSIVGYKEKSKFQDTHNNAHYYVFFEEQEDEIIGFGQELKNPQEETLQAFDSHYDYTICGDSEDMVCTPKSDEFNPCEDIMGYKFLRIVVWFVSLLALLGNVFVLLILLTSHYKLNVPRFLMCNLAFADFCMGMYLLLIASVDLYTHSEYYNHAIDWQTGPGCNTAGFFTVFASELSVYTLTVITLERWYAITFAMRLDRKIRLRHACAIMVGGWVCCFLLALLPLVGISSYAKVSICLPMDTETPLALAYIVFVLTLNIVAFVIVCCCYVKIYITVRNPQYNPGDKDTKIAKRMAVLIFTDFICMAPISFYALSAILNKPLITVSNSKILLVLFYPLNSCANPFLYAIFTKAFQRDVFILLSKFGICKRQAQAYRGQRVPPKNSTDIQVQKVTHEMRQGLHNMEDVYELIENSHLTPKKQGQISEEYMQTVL
#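 Antagonism was scored as loss of TSH-driven cAMP in TSHR cells, stimulated with 4nM TSH (EC80) for 2 hours at 37 deg C and detected by homogeneous HTRF competition immunoassay.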
# TRPV1 ag = HTS Assay for Compounds that Act as Agonists of the Vanilloid Receptor 1 | TRPV1-expressing cells, Fluo-8 calcium influx, agonist mode | AID 540275, 2011 | 320,000 compounds, 0.19% hits | activation, % at 8.33 µM; in the data active = activation above about 80%; inconclusive = between about 30% and that limit; note: 0% is about no effect
#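 TRPV1-expressing cells were cultured overnight at 35.5C and loaded with Fluo-8 calcium dye for 40 to 90 min at room temperature. After a 10 s baseline, compound was added and calcium influx was read kinetically for 3 min (ex 480/em 520 nm).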
# USP2a inh = qHTS Assay for Inhibitors of Ubiquitin-specific Protease USP2a Using CHOP2 as the Reporter; Ubiquitin carboxyl-terminal hydrolase 2 (Homo sapiens), O75604; Potency, µM (top dose mostly 38.3 µM), for the others: top-dose activity change, negative = inhibition, most hits filed as inhibitors; USP2 core, Ub-CHOP2 coupled fluorogenic reporter, 485/531; 330,000 compounds, 0.01% hits; AID 463254, 2010;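 note: potency is the fitted concentration of half-maximal effect; plate controls were DMSO wells for no effect and full inhibition by NEM control for full effect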
#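 Cell-free coupled assay: 10nM USP2 core preincubated 30min RT with compound in Tris-HCl pH 8.0/CaCl2/CHAPS buffer, then 25nM Ub-CHOP2 and 25nM reporter substrate; fluorescence (Ex 485/Em 531) read after 60min RT, normalized to NEM inhibition, concentration-response curves fitted.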
# AT treatment = qHTS Assay for Identifying a Potential Treatment of Ataxia-Telangiectasia; AID 485349, 2010; Potency, µM (highest dose often 57.5 µM), without a hit: at the top dose activation, usual class: activators; […] A-T fibroblasts, KAP-1 phosphorylation AlphaLISA; neocarzinostatin DNA damage 30 min before lysis; 320,000 compounds, 0.19% hits; note: potency is the fitted concentration of half-maximal effect; % of control where 0% means no effect; nearly all actives have a fitted effect of over 45% in size
#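 hTERT-immortalized A-T patient fibroblasts ([…]), 500 cells/well in OPTI-MEM, 1% FBS, got compounds for 60 min, then NCS for 30 min at 37C. Lysates were then assayed for phospho-KAP-1 by AlphaLISA (anti-pKAP1 donor, anti-KAP1 acceptor beads), 6 hr at 25C.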
# Eya2 phos inh = qHTS Assay for Inhibitors of the Phosphatase Activity of Eya2; AID 488837, 2010; 330,000 compounds, 0.006% hits; Potency, µM (series often up to 76.9 µM), without a hit: at the highest dose activity, negative = inhibition, most hits filed as inhibitors; Protein phosphatase EYA2 (Homo sapiens), O00167; recombinant Eya2, OMFP fluorescence dephosphorylation (OMFP is methylfluorescein phosphate); note: potency is the fitted concentration of half-maximal effect; % is set by controls: 0 for no effect and ±100 for the full control effect
#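 Eya2 (0.2 uM) preincubated 10 min at ambient with compound, then OMFP substrate added at 50 uM; 10 min reaction in 50 mM HEPES pH 7.5, 50 mM NaCl, 5 uM MgCl2, 0.05% BSA, 1 mM DTT. Fluorescence read at Ex 485/Em 525 nm.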
# TCR act = Activators of T cell receptors: qHTS campaign | primary human leukocytes, anti-CD3, IL-2 HTRF, 48 h | 330,000 tested, under 10 active | Potency, µM (series often up to 9.22 µM), for the others: at the highest dose activation of IL-2 secretion, hits mostly activators; note: % of control where 0% means no effect
#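 Primary human leukocytes receive a-CD3 beads and test compound and are incubated 48 hr. Secreted IL-2 is then assayed by HTRF, measuring 665nm acceptor emission after 320nm excitation of the europium donor.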
# Mito fusion yeast = qHTS Assay for Small Molecule Inhibitors of Mitochondrial Division or Activators of Mitochondrial Fusion. S. cerevisiae fusion-defective mutant growth rescue, CellTiterGlo 48 h. Potency, µM (highest dose often 46.1 µM), inactives show at the top dose growth rescue (activation), most hits filed as activators. 320,000 compounds, 0.23% hits. AID 485298, 2010;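 note: potency is the fitted concentration of half-maximal effect; % of control where 0% means no effect; nearly all actives have a fitted effect of over 45% in size; temperature-sensitive fusion mutants such as fzo1-1 at 37 °C on non-fermentable ethanol glycerol medium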
#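 S. cerevisiae fusion-defective temperature-sensitive mutants (e.g. fzo1-1, mgm1-5) grown 48 h at 37C in YPEG (ethanol/glycerol non-fermentable) medium with 23 nl compound per well; growth rescue read as CellTiterGlo luminescence.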
# KCNH2 3.1 block = qHTS for Inhibitors of KCHN2 3.1: Mutant qHTS | AID 720553, 2013 | activity change, % (tested at about 1.8 µM) | 340,000 compounds, 0.95% hits | U2OS KCNH2 3.1, thallium flux FluxOr; hits give low values;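 active = maximum activity change below -70%; inconclusive = maximum activity change from -70% to -50%; inactive = maximum activity change above -50%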;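 note: thallium influx rate constant from kinetic fluorescence after stimulation buffer; % is set by controls: 0 for no effect and ±100 for the full control effect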
#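 FluxOr-based Tl+ influx in U2OS cells transduced with KCNH2 3.1 virus; rate constants normalized to DMSO controls.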
# hERG WT inh = qHTS for Inhibitors of KCHN2 3.1: Wildtype qHTS; AID 720551, 2013; activity change, % at 1.84 µM; 340,000 compounds, 0.37% hits; U2OS, BacMam KCNH2, thallium flux FluxOr; hits give low values;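 active = maximum activity change below -70%; inconclusive = maximum activity change between -70% and -50%; inactive = maximum activity change above -50%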; note: % is set by controls: 0 for no effect and ±100 for the full control effect
#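 U2OS cells transduced with wild-type KCNH2 virus are loaded with FluxOr dye for 45 min, and thallium flux is measured in kinetic reads before and after stimulation buffer. Rate constants are normalized to DMSO controls.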
# ELG1 DNA repair = qHTS screen for small molecules that inhibit ELG1-dependent DNA repair in human embryonic kidney (HEK293T) cells expressing luciferase-tagged ELG1; HEK293T ELG1-luciferase reporter, luminescence, 16 h; DNA damage induced by 5-fluorouridine; AID 504467, 2011; 330,000 compounds, 2.3% hits; Potency, µM (highest dose often 46.1 µM), without a hit: at the highest dose activity change, negative = inhibition, hits mostly inhibitors; note: potency is the fitted concentration of half-maximal effect; % is set by controls: 0 for no effect and ±100 for the full control effect; nearly all actives have a fitted effect of over 55% in size
#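 HEK293T cells expressing luciferase-tagged ELG1 (2,000/well) received 5-Fluorouridine plus compound or DMSO for 16 hr at 37 °C. Luciferase was read by ONE-Glo luminescence after 30 min at room temperature.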
# Numbers without * were called inactive; i = inactive; ? = inconclusive; nt = not tested or not shown; [ ] = dose if it differs, or a comment. Unless noted, calls come from the whole dose curve; as a rule, active = well fitted curve in the direction sought with a large enough effect; inconclusive = small, poorly fitted or top-dose-only effect, or another doubt; inactive = no such curve, though single readings can be large; an effect the other way counts as inactive or inconclusive.
SMILES	TSHR antagonist	TRPV1 ag	USP2a inh	AT treatment	Eya2 phos inh	TCR act	Mito fusion yeast	KCNH2 3.1 block	hERG WT inh	ELG1 DNA repair
Cc1ccc(-c2cc(C(=O)NC3CCCCC3)no2)cc1	-41.9	-2.1	0.6%	9.4%	-11.0%	2.0%	3.8%	-10.9	-1.6	?
O=C(/C=C/c1ccc(F)cc1)NC(=S)NC1CCCCC1	24.9	0.9	-4.7%	23.6%	-3.0%	0.9%	-5.6%	7.3	0.6	7.0%
Cc1cccc(N(CC(=O)NCCc2ccccc2)C(=O)CCC(=O)Nc2ccccn2)c1C	0.4	3.0	3.3%	-1.8%	0.0%	-3.4%	-1.8%	9.8	-4.0	-1.4%
COc1ccc(CN(Cc2nc3ccccc3c(=O)[nH]2)C(=O)NC2CCCCC2)cc1	1.9	?	0.9%	8.7%	11.4%	-21.4%	4.8%	0.8	-7.3	?
Cc1cc(/C=N/n2cnnc2)c(C)n1-c1ccccc1	9.1	-0.1	1.0%	-4.9%	0.8%	1.6%	2.3%	-17.0	-1.5	27.6%
O=C(CSc1cccc(C(F)(F)F)c1)NC(=O)c1ccccc1	-11.1	-13.3	-0.8%	20.4%	-6.9%	-5.6%[46.1 µM]	-0.7%	1.2	-0.1	1.6%
Cc1ccc(C(=O)O/N=C\c2ccc(N3CCOCC3)c([N+](=O)[O-])c2)cc1	-1.7	12.3	0.0%	0.5%	4.4%	-0.6%	-0.9%	-36.0	7.9	2.0%
CCOCCCNC(=O)CN(Cc1ccc(Cl)cc1)S(C)(=O)=O	-6.7	-2.5	1.1%	2.9%	-5.3%	0.2%	0.1%	-0.5	-1.0	-0.9%
CCCCCOC(=O)Nc1ccc(S(=O)(=O)Nc2cccc([N+](=O)[O-])c2)cc1	1.0	-1.0	-4.0%	-3.2%	-10.3%	6.0%[46.1 µM]	-7.0%	-1.6	0.5	-16.2%
CC(O)c1cccc(NC(=O)Cc2cccc3ccccc23)c1 (stereo not drawn)	-0.5	2.5	-1.6%	7.1%[11.5 µM]	-2.9%	nt	-2.0%	nt	nt	0.0%
COc1cc(/C=C2/SC(=S)N(CC(=O)O)C2=O)ccc1OC(=O)c1ccco1	0.6	-0.8	-1.4%	-9.4%	3.6%	-2.0%	-12.9%	3.7	-5.5	7.7%
Cc1ccc(-c2cc(C(=O)N3CCOCC3)c3ccccc3n2)o1	-2.9	nt	1.8%	19.0%	5.4%	-2.6%	nt	8.2	1.8	?
O=C(Cn1cnc2ccccc2c1=O)NCCC(=O)Nc1ccc2c(c1)OCO2	-3.0	1.4	1.5%	-1.7%	-26.1%	-7.7%	-1.1%	-14.0	-0.6	3.5%
O=C(CSc1nnc(C2CC2)n1Cc1ccccc1)c1cc2ccccc2o1	-4.5	2.3	-1.0%	-5.3%	1.0%	0.6%	0.7%	-8.0	-2.4	-12.1%
CCC(Sc1nc2ncccc2[nH]1)C(=O)NCCc1ccccc1 (stereo not drawn)	6.4	7.1	0.2%	6.3%	-4.8%	-11.2%	2.5%	5.4	-0.4	8.9%
CC(=O)Nc1ccc(S(=O)(=O)NC2Cc3ccccc3C2)cc1	5.2	-0.1	0.5%	7.3%	12.5%	-3.1%	10.0%	2.2	-3.9	3.2%
Cc1ccc(C(=O)CCNc2cccc(Br)c2)o1	-9.8	-3.7	-2.7%	-0.5%	-21.2%	4.1%	2.0%	15.4	-7.5	5.5%
O=C(Nc1cccc(F)c1)c1sc(Cl)nc1-c1ccccc1	-14.2	16.8	-0.5%	1.4%	-3.9%	6.7%[46.1 µM]	1.1%	-7.7	1.7	26.8%
CC1(C(=O)NC(=S)N(Cc2ccccc2)c2ccccn2)CC1(Cl)Cl (stereo not drawn)	15.5	-3.8	4.1%	4.5%	0.5%	-2.9%[46.1 µM]	-4.3%	18.0	7.5	19.5%
CCN(CC(=O)N1CCOCC1)S(=O)(=O)c1ccccc1	-2.9	-0.3	-2.2%	0.8%	8.2%	1.2%	-1.0%	-7.4	-2.9	-1.9%

# (listing goes on)
SMILES	TSHR antagonist	TRPV1 ag	USP2a inh	AT treatment	Eya2 phos inh	TCR act	Mito fusion yeast	KCNH2 3.1 block	hERG WT inh	ELG1 DNA repair
Cc1ccc(NC(=O)C2Cc3ccccc3CN2C(=O)c2ccco2)cc1S(=O)(=O)N(C)C (stereo not drawn)	5.8	-1.0	2.9%	8.4%	9.4%	4.6%	2.6%	18.6	-5.4	?
COc1ccc(CC(=O)N/N=C(\C)c2cccnc2)cc1	2.7	1.9	-0.6%	-1.6%	5.6%	3.1%	0.5%	2.6	-4.3	?
CSC(=N/N=C(\N)c1cnccn1)SC	0.8	15.3	2.5%	-11.5%	4.4%	-4.6%[46.1 µM]	-0.9%	-6.5	-10.8	9.6%
CO/N=C\CC(=O)Nc1ccc(Oc2ccccc2)cc1	14.2	24.9	1.9%	4.1%	-19.3%	0.6%	2.6%	-2.9	i	2.9%
C=CCn1c(=O)c2c(nc3n2CC(C)CN3Cc2ccccc2)n(C)c1=O (stereo not drawn)	-9.5	16.6	0.8%	-6.4%	-11.2%	-25.3%	-0.1%	6.1	-21.2	-9.6%
CCOC(=O)N1CCN(C(=O)CN2C(=O)c3ccccc3S2(=O)=O)CC1	-5.4	0.4	-0.4%	-10.3%	-5.2%	-1.0%	4.7%	24.0	-2.3	9.5%
COCCn1c(SCc2ccc(OC)c(F)c2)nnc1-c1ccncc1	-6.8	0.3	-0.2%	7.4%	0.2%	3.3%	-0.5%	8.0	-12.8	-3.3%
Nc1nc(N)c(N=Nc2ccc(Cl)cc2)c(=O)[nH]1	1.5	-0.6	1.1%	-2.6%	11.5%	1.4%	-4.4%	-38.6	1.2	13.7%
Clc1ccc(-n2cc(COCc3ccccc3)nn2)cc1	4.2	?	1.6%	7.2%	3.1%	8.2%	7.2%	1.0	4.3	?
COc1ccc(S(=O)(=O)NCc2ccncc2)cc1OC	-8.8	-1.3	3.2%	-5.2%	-0.7%	0.5%	1.7%	0.6	2.6	7.31µM*
CN(c1ccccc1)c1nc(N)c(C#N)c(CC#N)c1C#N	9.7	2.2	0.4%	3.0%	0.8%	-0.2%[46.1 µM]	-1.9%	-7.2	-1.5	23.8%
Cc1ccc(C(C)NC(=S)NC2CCCCC2)cc1C (stereo not drawn)	0.3	?	-1.0%	2.2%	-5.4%	nt	-10.5%	nt	nt	-20.0%
COc1ccc(/C=N/N2CCOCC2)cc1OCc1ccccc1	7.0	?	-2.8%	-4.5%	-8.2%	4.7%	-8.8%	7.3	-6.3	7.6%
Cc1nc(-c2ccc3c(c2)CCC(=O)N3)cs1	-5.8	1.2	-2.3%	-3.6%	-0.5%	1.7%	-3.8%	2.2	-1.2	?
COC(=O)c1cn(NC(=O)C2COc3ccccc3O2)c(=O)c2ccccc12 (stereo not drawn)	-4.7	10.0	-5.9%	-10.8%	3.9%	0.9%	1.6%	12.7	-17.7	-0.6%
CCOc1ccccc1N1CC(C(=O)Nc2c(C)n(C)n(-c3ccccc3)c2=O)CC1=O (stereo not drawn)	16.9	0.3	4.8%	-1.3%	7.6%	nt	4.0%	15.6	-16.8	-9.5%
CC/C(=N\NC(=O)COc1ccc(Br)cc1)c1ccc(OC)c(OC)c1	14.0	26.1	-1.5%	2.6%	-10.2%	nt	-1.8%	-29.5	-10.4	-7.5%
Cc1ccc(SCC(=O)Nc2ccc(N3CCOCC3)cc2)cc1	-9.0	14.9	0.6%	-4.4%	3.3%	1.8%	0.9%	-6.4	6.8	-7.5%
O=C(CCN1C(=O)C2C3C=CC(C3)C2C1=O)NCCc1ccccc1Cl (stereo not drawn)	20.7	15.9	-1.6%	-13.3%	-8.8%	-0.7%	-1.0%	-4.3	23.5	17.7%
CCOC(=O)C=C1CCN(c2ncc(C(F)(F)F)cc2Cl)CC1	-2.7	3.1	-0.3%	5.2%	-1.7%	-0.3%	4.0%	2.6	2.6	1.3%
Nc1ccc2c3c(cccc13)CC2	6.1	-3.0	15.8%	-1.9%	20.4%	-1.6%	-1.5%	2.3	-18.4	-2.7%

# Screening data (PubChem)

# The list is partial; rates above refer to the full screens.
